Bioassay records: PubChem BioAssay, several laboratories
SKN-1 block – suppressors of acrylamide-induced Pgst-4::GFP reporter in worms, primary screen, SKN-1 inhibitor project, whole organism, uHTS, GFP/RFP fluorescence ratio, strain VP596; 0.49% of 360,000 active; inhibition, % at 21.8 µM; C. elegans VP596 Pgst-4::GFP/RFP ratio, 24 h;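 active means interference check ratio from 0.5 to 1.5 plus GFP to RFP signal ratio inhibition reaching or exceeding a fixed threshold, cut at about 30% in these data, passing the limit was not always enough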; further: some compounds called inactive have numbers as strong as hits
LMPTP block – LMPTP phosphatase inhibitors, primary screen, biochemical, fluorescence intensity, uHTS; recombinant LMPTP-A, OMFP fluorogenic substrate; 0.22% of 360,000 active; inhibition, % at 20 µM; Low molecular weight phosphotyrosine protein phosphatase (Homo sapiens), P24666; AID 651560, 2012;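 active means compounds that cut the enzyme signal by at least half of the control window in the single-dose screen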;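 further: plate controls were DMSO wells with enzyme plus substrate for no effect and substrate without enzyme for full effect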
Target sequence (P24666 whole entry, looked up): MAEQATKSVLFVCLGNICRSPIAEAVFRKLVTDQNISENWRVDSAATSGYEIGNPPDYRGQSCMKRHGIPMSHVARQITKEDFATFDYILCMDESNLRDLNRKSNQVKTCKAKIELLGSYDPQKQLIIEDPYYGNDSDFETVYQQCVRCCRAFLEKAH
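Test system – LMPTP-A phosphatase enzyme · Quantity – 0.625 nM LMPTP-A final · Reagent – OMFP substrate, 400 µM final · Dosing – one test concentration per compound, 20 µM, with 3% DMSO overall · Timing – 50 min enzyme reaction at room temperature, protected from light · Detection – fluorescence intensity · Controls – substrate-only low control, DMSO enzyme-plus-substrate high control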
STEP block – STEP phosphatase inhibitors, primary screen, biochemical, fluorescence intensity, uHTS; inhibition, % at 20 µM; AID 588621, 2011; recombinant STEP, OMFP fluorogenic substrate; 0.25% of 360,000 active;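 active means inhibition at 20 µM, scaled per plate between control wells, above about 37%, limit read from the data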;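 further: 0% = DMSO with enzyme and substrate and 100% = substrate only without enzyme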
Target sequence (P54829 whole entry, looked up): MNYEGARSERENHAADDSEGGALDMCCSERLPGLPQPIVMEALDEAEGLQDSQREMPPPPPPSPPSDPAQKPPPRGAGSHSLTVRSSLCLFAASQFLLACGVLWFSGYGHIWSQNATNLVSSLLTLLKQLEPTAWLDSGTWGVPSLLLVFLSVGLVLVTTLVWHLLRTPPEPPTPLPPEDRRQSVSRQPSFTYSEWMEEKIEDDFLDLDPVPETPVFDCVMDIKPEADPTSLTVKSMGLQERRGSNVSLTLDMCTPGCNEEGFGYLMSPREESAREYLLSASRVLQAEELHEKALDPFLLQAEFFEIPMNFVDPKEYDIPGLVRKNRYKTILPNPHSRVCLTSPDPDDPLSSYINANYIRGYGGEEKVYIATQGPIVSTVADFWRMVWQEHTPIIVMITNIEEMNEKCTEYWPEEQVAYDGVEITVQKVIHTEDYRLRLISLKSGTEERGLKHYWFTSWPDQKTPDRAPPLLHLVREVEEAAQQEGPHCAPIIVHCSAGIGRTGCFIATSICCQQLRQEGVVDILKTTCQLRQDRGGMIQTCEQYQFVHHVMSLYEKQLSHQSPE
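System: isolated STEP enzyme; schedule: 20 min enzyme reaction at room temperature, protected from light; medium: Bis-Tris buffer pH 6.0, 2.5 mM DTT, 0.005% Tween 20; signal: fluorescence, 480/540 nm; dosing: single compound dose of 20 µM, 1% DMSO final; also added: OMFP substrate, 25 µM final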
NRP1-CendR mod – modulators of CendR peptide binding to NRP-1, primary screen, biochemical, fluorescence polarization, uHTS; Neuropilin-1 (Homo sapiens), O14786; FAM-RPARPAR peptide binding to NRP-1; inhibition, % at 25 µM; 0.85% of 360,000 active;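 active means inhibition or corrected inhibition above about 18%, plus a signal ratio from 0.5 to 1.5, limit read from the data, passing the limit was not always enough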; further: strong numbers were not always called active
SUMO1-SIM PPI – modulators of SUMO1 protein-protein interactions, primary screen, biochemical, uHTS. Small ubiquitin-related modifier 1 (Homo sapiens), P63165. SUMO1 binding to a labelled peptide, TR-FRET, 1 h. inhibition, % at 20 µM. 0.33% of 360,000 active; in the data active means inhibition above about 37%
Target sequence (P63165 whole entry, looked up): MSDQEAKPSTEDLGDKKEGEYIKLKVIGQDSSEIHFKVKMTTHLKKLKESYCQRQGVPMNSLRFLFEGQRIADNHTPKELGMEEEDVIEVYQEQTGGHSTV
DNMT1 block – human DNMT1 methyltransferase inhibitors, primary screen, biochemical, molecular beacon, fluorescence, HinP1I cleavage, uHTS; 0.83% of 360,000 active; inhibition (reported as % activation of signal), % at 10 µM; AID 588458, 2011; DNA (cytosine-5)-methyltransferase 1 (Homo sapiens), P26358; in the data active means inhibition above about 50%
TbMetRS inhib – T. brucei MetRS inhibitors, primary screen, biochemical, luminescence; 0.4% of 360,000 active; purified T. brucei MetRS, ATP depletion, Kinase-Glo luminescence; methionyl-tRNA synthetase (Trypanosoma brucei brucei); AID 624268, 2012; inhibition, % at 11.9 µM;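 active means inhibition above a per-plate cutoff of the control wells' mean inhibition plus 3 SD, cut at about 5.5% in these data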;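 further: 0% = DMSO wells median and 100% = median of wells with control inhibitor compound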
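Measured by: Kinase-Glo luciferase luminescence reporting remaining unconsumed ATP. Material: purified T. brucei MetRS enzyme. Doses: 11.9 µM compound single dose, 0.9% DMSO. Medium: HEPES buffer containing pyrophosphatase, BSA, spermine, DTT. Times: 15 min preincubation, 2 h reaction, all 25 °C. Reagent: methionine, ATP and bulk E. coli tRNA.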
Scp1 inh – Scp-1 phosphatase inhibitors, primary screen, biochemical, colorimetric, uHTS; Carboxy-terminal domain RNA polymerase II polypeptide A small phosphatase 1 (Homo …; Recombinant Scp1, phosphopeptide, malachite green phosphate absorbance; inhibition, % at 20 µM; 0.88% of 340,000 active; AID 493091, 2011;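 active means inhibition above about 50% at 20 µM, limit read from the data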;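 further: plate controls were DMSO wells with enzyme for no effect and wells lacking enzyme for full effect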
Target sequence (Q9GZU7 76-261 limits assumed): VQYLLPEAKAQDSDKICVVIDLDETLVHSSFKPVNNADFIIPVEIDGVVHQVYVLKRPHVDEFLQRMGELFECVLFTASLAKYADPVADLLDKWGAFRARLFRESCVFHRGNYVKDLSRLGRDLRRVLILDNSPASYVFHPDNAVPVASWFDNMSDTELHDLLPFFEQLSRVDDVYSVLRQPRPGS
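Incubation: 45 min enzyme reaction at room temperature / System: truncated SCP-1 phosphatase (76-261aa) / Reagent: Phospho 17-mer peptide substrate / Buffer or medium: Acidic Tris acetate buffer with magnesium and detergent / Signal: absorbance at 630 nm / Doses: one concentration, 20 µM, with 1.0% DMSO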
Neddyl block – inhibitors of cullin neddylation, primary screen, biochemical, TR-FRET, uHTS, NAE and Ubc12; NEDD8-conjugating enzyme Ubc12 (Homo sapiens) + NEDD8-activating enzyme E1 regulatory …; calls only at 25 µM; 0.58% of 360,000 active; in the data active means inhibition above about 36%
NadD block – inhibitors of S. aureus NadD, primary screen, biochemical, colorimetric, uHTS; Nicotinate-nucleotide adenylyltransferase NadD (Staphylococcus aureus N315); purified NadD enzyme, colorimetric absorbance read-out; inhibition, % at 20 µM; 0.78% of 360,000 active; in the data active means inhibition above about 26%; further: some compounds past the cut are filed as inactive
Starred values were filed as active, the others as inactive; i = inactive; x = not tested or not shown; & = joins results of further samples.

The first 2 compounds, ahead of the listing:
Compound,SKN-1 block,NadD block,Neddyl block,NRP1-CendR mod,DNMT1 block,SUMO1-SIM PPI,LMPTP block,STEP block,TbMetRS inhib,Scp1 inh
Cc1ccc(C(=O)N/C(=C/c2ccc(N(C)C)cc2)C(=O)NCC2CCCO2)cc1 (centres undefined),-2,-2,i,1,-1,1,3.1,3,-0.4,-5
CCn1c(SCC(=O)N(C)C2CCCCC2)nc2cc(S(N)(=O)=O)ccc21,2,-3,i,2,0,6,-0.8,-1,-0.1,-3

All compounds of this part, from the start:
Compound,SKN-1 block,NadD block,Neddyl block,NRP1-CendR mod,DNMT1 block,SUMO1-SIM PPI,LMPTP block,STEP block,TbMetRS inhib,Scp1 inh
Cc1ccc(C(=O)N/C(=C/c2ccc(N(C)C)cc2)C(=O)NCC2CCCO2)cc1 (centres undefined),-2,-2,i,1,-1,1,3.1,3,-0.4,-5
CCn1c(SCC(=O)N(C)C2CCCCC2)nc2cc(S(N)(=O)=O)ccc21,2,-3,i,2,0,6,-0.8,-1,-0.1,-3
CC(=O)c1c(C)[nH]c(C(=O)Nc2c(C)n(C)n(-c3ccccc3)c2=O)c1C,-4,3,i,-3,-3,-2,0.7,0,-0.8,0
CS(=O)(=O)N(Cc1ccc(C(=O)Nc2ccccc2Sc2ccccc2)cc1)c1ccccc1,-43,-10,i,-3,19,-3,2.4,-2,-0.9,-6
O=S(=O)(c1cccc(-c2csc(-c3cccnc3)n2)c1)N1CCCCC1,5,0,i,-1,-1,2,0.8,10,-0.2,10
Cc1nnc(NCCO)c2ccccc12,15,3,i,-1,-2,-1,0.7,1,-0.8,0
COc1ccc(-c2nn(C)c(=O)c3ccccc23)cc1CNC(=O)C1CCCCC1,9,0,i,-12,3,-3,-1.8,-1,-0.9,-13
CC(C)Oc1cc(F)ccc1-c1cc(C(=O)NCCCn2ccnc2)[nH]n1,10,5,i,1,1,1,-1.2,0,-0.3,x
O=C(CCS(=O)(=O)c1ccccc1)OCC(=O)N1CCN(S(=O)(=O)c2ccc(Cl)cc2)CC1,0,0,i,6,0,7,-0.3,1,-0.5,-5
Brc1ccc(CSc2nnc3ccccn23)cc1,0,-1,i,9,2,-1,-1.6,-3,0.7,2
COc1ccc(OC)c(C2C(C(C)=O)=C(O)C(=O)N2c2ccc(F)cc2)c1 (centres undefined),-23,1,i,-8,1,-5,0.6,3,-2.6,5
CCOc1ccc2cc(S(=O)(=O)N3CCOCC3)ccc2c1,-16,10,i,-11,-5,5,0.3,-3,-0.2,-7
CCn1nnc(-c2ccccc2NC(=O)c2cc(OC)c(OC)c(OC)c2)n1,-3,-11,i,-4,-1,2,-0.7,0,-2.0,1
CC(C)(O[C@@H]1O[C@H](CO)[C@@H](O)[C@H](O)[C@H]1O)[C@@H]1CC=C(C(=O)O)CC1,-6,-1,i,21,11,1,1.9,0,-0.1,-2
O=C(COC(=O)c1cnccn1)c1ccc(Br)cc1,6,-1,i,-2,0,-5,0.1,-3,-0.4,8
COc1ccc([C@H]2N[C@]3(CCCN(Cc4ccc(Br)cc4)C3=O)[C@H]3C(=O)N(C)C(=O)[C@@H]23)cc1,2,11,i,-7,1,10,-1.1,-4,-0.2,x
Cc1ccc(S(=O)(=O)NC2=NCN(CC(=O)O)CN2)cc1,5,2,i,7,0,-2,1.5,0,-0.2,-1
COc1ccc(-n2nc3c(N4CCC(C(=O)NCc5cccc(C)c5)CC4)nnc(C)c3c2C)cc1,19,9,i,-58,-4,19,14,4,0.5,18
COc1cc(/C=C(/C#N)C(=O)Nc2ccc(C)cc2)ccc1Oc1nc(Cl)ncc1F,9,8,i,7,-5,3,0.8,-1,-0.2,-1
O=C(Nc1ccc(F)cc1)c1ccc(C(=O)N2CCCC(O)C2)cc1 (centres undefined),-13,-1,i,1,2,-1,-4.2,-1,-0.3,0
CCOc1ccccc1C(c1c(C)n(C)n(-c2ccccc2)c1=O)c1c(C)n(C)n(-c2ccccc2)c1=O,9,6,i,-1,2,2,-2.0,1,-0.7,43
CC[C@]12c3[nH]c4cc(CCC(=O)N(C)C)ccc4c3CCN1C(=O)[C@@H](CC(=O)NCCCN(C)C)C[C@@H]2C(=O)N1CCN(C(=O)C2CC2)CC1,15,9,i,-5,3,-31,-11,0,0.2,7
CCN(CC(=O)Nc1ccc(NC(C)=O)cc1)C(=O)COc1ccccc1Cc1ccccc1,6,0,i,-4,-4,2,-1.2,2,-0.7,1
COc1ccc(-c2cc(C(=O)Nc3ccc4c(c3)OCO4)no2)cc1,26,-6,x,-8,8,2,-0.8,1,0.0,-7
CN(C)c1nc(NCc2ccccc2)nc(N/N=C/c2ccc(Br)cc2)n1,4,1,i,4,2,0,1.3,1,-1.1,-3
O=C(O)c1ccc(N/N=C/c2ccc3nccnc3c2)cc1,2,-5,i,-4,3,-22,0.5,3,-1.3,-5
COc1nnc(-c2ccc(C)c(S(N)(=O)=O)c2)c2ccccc12,17,2,i,14,0,4,-1.1,3,-0.1,-7
CCN=C1S/C(=C\c2cc(Cl)c(OC)c(OC)c2)C(=O)N1CC,-12,-6,i,-4,0,-1,-0.5,9,-0.7,-7
CCOc1ccc(C(=O)NCC(=O)N2CCN(c3ccc(C(F)(F)F)cn3)CC2)cc1,6,-4,i,-3,5,-2,-0.5,0,-0.4,-2
O=C(O)c1ccc(-n2cccc2/C=C2/SC(=O)N(CC(=O)N3CCCC3)C2=O)cc1,18,-8,i,-30,91*,81*,18,93*,0.4,76*

Remaining list, next part
Compound,SKN-1 block,NadD block,Neddyl block,NRP1-CendR mod,DNMT1 block,SUMO1-SIM PPI,LMPTP block,STEP block,TbMetRS inhib,Scp1 inh
O=C(NOCc1ccccc1)c1ccccc1,0,-4,i,9,6,4,0.4,1,-0.2,1&-8
Cc1ccc(-c2nnn(CC(=O)N(CC(=O)NC3CCCCC3)c3cccc(F)c3)n2)o1,-9,-2,i,1,6,5,-2.1,-2,0.3,-8
CCOC(=O)C1CCN(Cc2c(O)c3ccccc3oc2=O)CC1,12,2,i,3,2,10,0.1,-3,-0.3,-6
O=Cc1cc2ccccc2nc1SCc1ccc(Cl)c(Cl)c1,-17,2,i,13,1,2,2.8,1,-0.7,-17
CC1=C(C(=O)N(C(C)C)C(C)C)CC(CC(=O)NC2CC2)C(=O)N1CCCN1CCCC1=O (centres undefined),3,-2,i,-22,1,3,-0.1,-2,0.6,x
CC1CCCC(NC(=O)Cn2cc(C(F)(F)F)cc(Cl)c2=O)C1C (centres undefined),3,-1,i,17,3,-4,-0.9,0,-0.3,-8
CCOC(=O)c1[nH]c2ccccc2c1NC(C)=O,-1,-8,i,1,1,-1,-3.5,-2,-1.3,-3
O=C(CSC1=NCCS1)N1CCN(c2ccccc2)CC1,-20,-4,i,10,2,0,-2.2,5,-1.0,0
COC(=O)c1ccc(NC(=S)NC(=O)c2cc(-c3ccccc3)nc3ccccc23)cc1,2,21,i,-8,-3,6,0.8,2,-0.1,12
O=C(NCc1cccnc1)C(=O)NCC(c1ccco1)N1CCN(c2ccccc2F)CC1 (centres undefined),16,-2,i,-10,1,-4,-1.8,3,-0.7,-7
Cc1ccc2nc(C)c(C)nc2c1N,-10,-4,i,2,0,-8,-1.6,-14,-1.3,-12
CC(C)C(NC(=O)c1ccccc1)C(=O)OCc1cc([N+](=O)[O-])cc2c1OCOC2 (centres undefined),1,2,i,0,0,-15,-0.2,1,-0.1,-1
C[C@@H]1CN([C@@H](C)CO)C(=O)CCCn2nncc2CO[C@H]1CN(C)C(=O)NC1CCCCC1,11,-5,i,4,-1,-1,-3.3,0,0.0,x
CCc1nc2ccc(C(=O)N(C)Cc3ccco3)cn2c1N(CC)C(=O)NCCc1ccccc1,17,5,i,1,-4,-1,-5.8,-2,-0.3,x
COc1cc(/C=C/c2ccc(O)cc2)cc(OC)c1,-8,3,i,-17,-34,4,2.5,-3,-0.2,1
O=C1c2ccccc2C(=O)N1CCCc1nc(-c2ccc(Cl)cc2)no1,12,-5,i,5,-4,-6,0.7,2,0.3,-13
CSc1oc(-c2ccc(F)cc2)nc1S(=O)(=O)c1ccccc1,13,-8,i,-9,0,0,2.3,3,-0.5,-8
CCOC(=O)c1c(C)[nH]c(C(=O)OCC(=O)Nc2sc(C(=O)N(C)C)c(C)c2C(=O)OCC)c1C,-8,-8,i,6,-7,-14,4.8,1,-0.2,-4
COc1ccccc1N1CCN(C(=O)c2cc(-c3cccs3)on2)CC1,14,-1,i,-2,-5,-1,1.3,2,-0.8,-4
Cc1cc(C(=O)NCc2cccs2)ccc1[N+](=O)[O-],1,0,i,10,5,-20,-2.0,2,0.1,-12
CCn1cc(C(=O)OCC(=O)Nc2ccccc2OC(F)F)c(=O)c2ccc(C)nc21,-6,1,i,15,-2,-7,-0.7,0,-0.1,2
Cn1c(SCC(=O)CC(=O)Nc2ccccc2)nnc1-c1ccc(O)cc1,13,9,i,-8,0,3,1.2,1,0.3,-10
Cc1c(NC(=S)N/N=C/c2ccc([N+](=O)[O-])cc2O)c(=O)n(-c2ccccc2)n1C,11,-4,i,6,-4,-22,-0.2,1,-0.7,6
COc1cccc(C(=O)NNC(=O)C(=O)Nc2ccc(OC)cc2OC)c1,12,0,i,9,2,4,-1.1,2,0.0,-4
O=C(Nc1ccc(Cl)cc1)N1CCCN(Cc2ccccc2F)C1,18,-6,i,1,10,2,-3.1,-9,1.7,-6
O=C(NCCS(=O)(=O)NC1CCCC1)c1ccccc1,8,6,i,6,3,-2,-0.6,-2,-0.5,-1
c1ccc(C(c2ccccc2)N2CCN(Cc3nc(-c4cnccn4)no3)CC2)cc1,2,-4,i,-1,-2,-2,-1.0,-1,0.2,-7
